# inhibitors of VEEV: inhibitors of VEEV TC-83 cytopathic effect, confirmation, Vero cells (AID 588727) | inhibition, % at 20 µM, or IC50 in µM where a hit was titrated | Vero cells, VEEV TC-83 cytopathic effect inhibition; higher % means a stronger effect | 0.13% of 350,000 active; in the data active = a potency from the dose series; inconclusive = inhibition mostly from about 14% at the one dose, without a potency; inactive = the rest, 99 in 100 with inhibition below about 12%; also: strong numbers were not always called active
# M. tuberculosis: growth inhibition of non-replicating M. tuberculosis (AID 488890); inhibition, % at 25 µM, or IC50 in µM where a hit was titrated; Mycobacterium tuberculosis non-replicating, growth inhibition; higher % means a stronger effect; 0.39% of 320,000 active; in the data active = a potency from the dose series; inconclusive = inhibition mostly from about 82% at the one dose, without a potency; inactive = the rest, 99 in 100 with inhibition below about 76%;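 also: plate controls were DMSO cells for no effect and high antibiotic wells for full effect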
# Salmonella PhoP GFP: PhoP regulon inhibitors, Salmonella typhi PhoP promoter GFP reporter, confirmatory (AID 1850); Salmonella Typhi PhoP-promoter GFP reporter, fluorescence, 4 h; higher % means a stronger effect; inhibition, % at 50 µM, or IC50 in µM where a hit was titrated; 0.33% of 310,000 active; in the data active = a potency from the dose series; inconclusive = inhibition mostly from about 25% at the one dose, without a potency; inactive = the rest, 99 in 100 with inhibition below about 19%;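 also: 0% = induced wells with vehicle and 100% = uninduced wells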
# H1N1 NS1A inhibition: NS1A inhibition, H1N1 influenza, cell based functional assay (AID 504329); NS1A functional cell-based assay, percent inhibition; higher % means a stronger effect; inhibition, % at 12.5 µM, or IC50 in µM where a hit was titrated; 0.3% of 340,000 active; in the data active = a potency from the dose series; inconclusive = inhibition above about 27% without an active follow-up result; also: strong numbers were not always called active
# M. tuberculosis HTS: M. tuberculosis growth inhibition, HTS (AID 449762) | 0.59% of 330,000 active | M. tuberculosis H37Rv growth inhibition, 7H9 media; higher % means a stronger effect | inhibition, % at 25 µM, or IC50 in µM where a hit was titrated; in the data active = a potency from the dose series; inconclusive = inhibition above about 70% without an active follow-up result;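 also: bacterial growth assessed after seven days of incubation; strong numbers were not always called active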
# inhibitors of VEEV 10K pilot screen: recorded beside inhibitors of VEEV, whose call it bears; inhibition, %; measured here: 10K pilot screen inhibition
# Starred values were filed as active, the others as inactive; i = inactive; ? = inconclusive; nt = no result given.
SMILES,inhibitors of VEEV,M. tuberculosis,Salmonella PhoP GFP,H1N1 NS1A inhibition,M. tuberculosis HTS,others
Cc1cc(=O)oc2cc(NC(=O)c3c(Cl)cnn3C)ccc12,1.6%,2%,-13%,-9%,5%,
CCOC(=O)c1c(NC(=O)C2CCN(S(=O)(=O)c3cccs3)CC2)sc(C)c1C,3.2%,5%,-4%,3%,6%,
Cc1cc(/C=N/NC(=O)C(O)(c2ccccc2)c2ccccc2)c(C)n1-c1cccc(C(=O)O)c1,0.1%,3%,7%,7%,-2%,
COc1ccc(C(=O)N/N=C/c2ccc(OC)c(COc3ccc(F)cc3)c2)cc1,8.8%,4%,1%,-8%,-5%,
COc1ccc(NC(=O)C2(S(=O)(=O)c3ccc(C)cc3)CC2)cc1,2.3%,1%,3%,8%,3%,
COc1ccc(CCn2c(O)c(/C=N/N3CCOCC3)c(=O)[nH]c2=O)cc1OC,i,-10%,2%,nt,-10%,
COc1cccc(CNc2cc(C)ccn2)c1O,0.4%,4%,2%,-14%,-1%,
CCCOc1ccc(C(=O)CCN2CCN(C(=O)OCC)CC2)cc1,i,nt,nt,-9%,nt,
CCN(CC)CCSc1nnc2c3ccccc3n(Cc3ccccc3)c2n1,0.7%,47%,25%,5%,4%,
C[C@@H]1CN([C@H](C)CO)C(=O)c2cccc(NC(=O)NC3CCCCC3)c2O[C@@H]1CN(C)C(=O)Nc1ccc(C(F)(F)F)cc1,i,54%,nt,4%,30%,
COCCNC(=O)CN1N=C(c2ccc(C)cc2)CCC1=O,0.2%,-9%,5%,1%,-2%,
C=CCc1ccc(OCCCCCN2CCOCC2)c(OC)c1,0.3%,-1%,3%,-4%,2%,
Cc1cc(NC(=O)/C=C/c2ccccc2Cl)no1,0.4%,-1%,5%,4%,-6%,
O=C(CNC(=O)c1ccco1)OCc1cccc(Cl)c1,0.2%,25%,13%,7%,5%,
CC(C)(C)c1ccc(C(=O)NCCCn2ccnc2)cc1,0.1%,7%,1%,-8%,-1%,
O=C(NCc1ccc(F)cc1)c1cccc(NC2=NC3CS(=O)(=O)CC3S2)c1 (stereo unspecified),0.1%,-19%,-12%,28%,-9%,inhibitors of VEEV 10K pilot screen=0.4
CCOC(=O)C1CCN(C(=O)c2sccc2Cl)CC1,0.7%,-9%,-6%,11%,7%,
N#Cc1ccccc1Cn1c(=O)n(-c2ccc(CC(=O)NCc3ccco3)cc2)c(=O)c2sccc21,1.8%,10%,-19%,-4%,-9%,
CC(=O)c1cnc2cc(-c3ccc(Cl)cc3)nn2c1C,6.5%,14%,-8%,-15%,3%,
CCOC(=O)c1ccc(CSc2ncn[nH]2)o1,i,12%,0%,-26%,1%,

# Some of these compounds in order of count of non-hydrogen atoms, ascending:
SMILES,inhibitors of VEEV,M. tuberculosis,Salmonella PhoP GFP,H1N1 NS1A inhibition,M. tuberculosis HTS,others
CCOC(=O)c1ccc(CSc2ncn[nH]2)o1,i,12%,0%,-26%,1%,
Cc1cc(NC(=O)/C=C/c2ccccc2Cl)no1,0.4%,-1%,5%,4%,-6%,
CC(=O)c1cnc2cc(-c3ccc(Cl)cc3)nn2c1C,6.5%,14%,-8%,-15%,3%,
COCCNC(=O)CN1N=C(c2ccc(C)cc2)CCC1=O,0.2%,-9%,5%,1%,-2%,
N#Cc1ccccc1Cn1c(=O)n(-c2ccc(CC(=O)NCc3ccco3)cc2)c(=O)c2sccc21,1.8%,10%,-19%,-4%,-9%,

# Pulled by structure from the entries so far (six):
SMILES,inhibitors of VEEV,M. tuberculosis,Salmonella PhoP GFP,H1N1 NS1A inhibition,M. tuberculosis HTS,others
COCCNC(=O)CN1N=C(c2ccc(C)cc2)CCC1=O,0.2%,-9%,5%,1%,-2%,
CC(=O)c1cnc2cc(-c3ccc(Cl)cc3)nn2c1C,6.5%,14%,-8%,-15%,3%,
O=C(CNC(=O)c1ccco1)OCc1cccc(Cl)c1,0.2%,25%,13%,7%,5%,
CCOC(=O)C1CCN(C(=O)c2sccc2Cl)CC1,0.7%,-9%,-6%,11%,7%,
C=CCc1ccc(OCCCCCN2CCOCC2)c(OC)c1,0.3%,-1%,3%,-4%,2%,
CCOC(=O)c1ccc(CSc2ncn[nH]2)o1,i,12%,0%,-26%,1%,

# Continued.
SMILES,inhibitors of VEEV,M. tuberculosis,Salmonella PhoP GFP,H1N1 NS1A inhibition,M. tuberculosis HTS,others
Cc1nn(C(C)C(=O)NCc2ccccc2)c(C)c1[N+](=O)[O-] (stereo unspecified),i,-8%,-6%,-5%,-1%,
O=c1c(Cc2ccccc2)c(O)c2cccc3c4c(n1c23)CCCC4,3.4%,-3%,8%,-15%,-15%,
O=C(CCCCCn1c(=S)[nH]c2ccc(N3CCOCC3)cc2c1=O)NCc1ccccc1Cl,0.1%,-33%,-2%,1%,-3%,
COc1ccc(-c2cc3ccccc3n2CC(O)CN2CCC(C)CC2)cc1 (stereo unspecified),i,79%,-5%,6%,21%,
COc1ccc(C2CC(c3cccs3)=NN2C(=O)c2ccc(Br)o2)cc1 (stereo unspecified),8.8%,25%,-5%,-1%,14%,
COc1ccc(C2(C)NC(=O)N(CC(=O)Nc3ccc(Br)cc3F)C2=O)cc1OC (stereo unspecified),i,0%,10%,-6%,3%,
CC(C)N(C(=O)c1ccccc1-c1ccccc1)C(C)C,i,43%,-7%,8%,-9%,
O=C(Nc1cc2c3c(c1)CC(=O)N3CCC2)c1ccccc1F,13%,11%,-1%,-2%,28%,
CCN(CC(=O)NCc1ccc(Cl)cc1)S(=O)(=O)c1ccc(NC(C)=O)cc1,1.0%,2%,-20%,13%,-24%,
Cc1ccc(CNC(=O)CS(=O)(=O)Cc2nc(-c3ccccc3F)oc2C)cc1,i,-19%,-3%,0%,1%,inhibitors of VEEV 10K pilot screen=0.8
O=C(Nc1ccc(F)cc1)C1C2CCC3C(CCC21)C3(Cl)Cl (stereo unspecified),6.1%,25%,-4%,nt,4%,
CC(=O)N1N=C(c2ccc(Cl)cc2)CC1c1ccco1 (stereo unspecified),1.7%,6%,5%,10%,3%,
Cc1ccc(S(=O)(=O)Oc2ccc(/C=C3/N=C(c4ccccc4)OC3=O)cc2)cc1,1.2%,?,1%,-6%,55%,
C#CCOCCOCCOCCNc1nc(N2CCOCC2)nc(N2CCN(C(=O)CCCCCCCCCCNC(=O)[C@@H]([C@H](C)O)n3cc(C)nn3)CC2)n1,3.3%,26%,-15%,12%,6%,
COc1ccccc1-n1nnnc1SCC(=O)Nc1ccc(C)c(N)c1,1.9%,8%,6%,-2%,3%,
Cc1nn2c(N3CCN(C)CC3)cc(C(C)(C)C)nc2c1-c1ccccc1,5.5%,?,8%,-25%,?,
COc1ccc(C2C(=O)N(C3CCCCC3)CC(=O)N2Cc2ccco2)cc1 (stereo unspecified),4.3%,16%,-7%,-6%,1%,
COc1ccc2nc(N/C(N)=N/C(=S)Nc3ccccc3)nc(C)c2c1,8.3%,6%,-7%,3%,?,
CCc1ccc(C(C)NC(=O)c2ccc3c(c2)OCO3)cc1 (stereo unspecified),0.4%,73%,-9%,-10%,1%,
O=C(Nn1c(C2CCCCC2)nc2ccccc2c1=O)c1ccc(Cl)c([N+](=O)[O-])c1,2.2%,18%,-6%,-2%,2%,

# Structures listed so far containing two or more sulfur atoms:
SMILES,inhibitors of VEEV,M. tuberculosis,Salmonella PhoP GFP,H1N1 NS1A inhibition,M. tuberculosis HTS,others
CCOC(=O)c1c(NC(=O)C2CCN(S(=O)(=O)c3cccs3)CC2)sc(C)c1C,3.2%,5%,-4%,3%,6%,
O=C(NCc1ccc(F)cc1)c1cccc(NC2=NC3CS(=O)(=O)CC3S2)c1 (stereo unspecified),0.1%,-19%,-12%,28%,-9%,inhibitors of VEEV 10K pilot screen=0.4

# Additional compounds follow.
SMILES,inhibitors of VEEV,M. tuberculosis,Salmonella PhoP GFP,H1N1 NS1A inhibition,M. tuberculosis HTS,others
Cc1ccc(CNC2=NCCS2)cc1,2.0%,4%,-2%,0%,-9%,
O=c1c2ccccc2nc2n1CC/C2=C/N1CCN(c2cccc(C(F)(F)F)c2)CC1,0.3%,44%,-4%,12%,-10%,
CCc1ccccc1NC(=O)COc1ccc2c(c1)OCO2,2.3%,nt,1%,-4%,-4%,
Cc1cc(C)n(C(=O)c2ccc(C)c(S(=O)(=O)N3CCCCC3)c2)n1,1.0%,-9%,1%,3%,6%,
COc1ccc(C)cc1NC(=O)NC(C)c1ccc2c(c1)OCO2 (stereo unspecified),2.3%,5%,-3%,-6%,4%,
CCOC(=O)c1ccc(N2C(=O)C(CC(=O)NC)N(CCc3ccc(OC)c(OC)c3)C2=S)cc1 (stereo unspecified),2.1%,?,6%,-5%,68%,
COc1ccccc1CNC(=O)c1cc(C)nc2ccccc12,1.1%,3%,7%,10%,4%,
COc1ccc(C(=O)N2C(=O)c3ccc(N)cc3C2=O)cc1,1.3%,0%,7%,-2%,-4%,
CC(C)NC(=O)c1cc(-c2ccc(Br)cc2)on1,4.1%,28%,42%,21%,1%,
O=C(c1ccccc1)c1ccc(C(=O)N2CCN(c3ccccc3Cl)CC2)cc1,6.4%,11%,nt,-6%,37%,
Cc1ccc(Nc2cc(-n3nc(C)cc3C)ncn2)c(C)c1,7.0%,65%,6%,3%,10%,
COc1ccc(OC)c(NC(=O)c2cccc(N3C(=O)C4C5C=CC(C6CC56)C4C3=O)c2)c1 (stereo unspecified),11%,0%,3%,-4%,-5%,
COc1ccc(NC(=O)CCn2cc(C)c3ccccc32)cc1,0.3%,0%,1%,-1%,-3%,
CCC(CC)=NNC(=O)c1ccccc1OCc1ccc(F)cc1,0.2%,nt,-7%,-1%,-4%,
COc1ccc(C/C(N)=N/OC(=O)c2cccs2)cc1,32%,73%,-15%,-10%,-8%,
O=C(NCC1CCCO1)c1cc2cc(F)ccc2[nH]1 (stereo unspecified),0.4%,18%,11%,-4%,-8%,
C#CCN1Cc2ccccc2Oc2cc(Br)ccc2S1(=O)=O,1.6%,nt,nt,-19%,nt,
CCc1ccccc1NC(=O)C(C#N)Cc1cccnc1 (stereo unspecified),3.0%,-4%,-8%,-2%,0%,
CCOC(=O)N1CCN(S(=O)(=O)c2ccc3c(c2)oc(=O)n3C)CC1,1.1%,7%,9%,-4%,12%,
COc1ccc(C=NNC(=S)Nc2ccc(F)cc2)cc1OC,i,nt,nt,-9%,nt,
Cc1nn(Cc2ccccc2)c(C)c1NC(=O)CCCn1nc([N+](=O)[O-])cc1C,1.5%,28%,1%,0%,3%,
COc1ccccc1C(=O)Nc1ccc(C(=O)N2CCCC2)cc1,i,0%,-6%,-17%,-10%,
COc1ccc(C(C(=O)NC2CCCC2)N(Cc2cccnc2)C(=O)c2snc(C(N)=O)c2N)cc1OC (stereo unspecified),i,1%,2%,0%,0%,
CC(=O)c1cnn(-c2ccc(Cl)cc2)c1C,1.5%,-10%,-4%,-4%,5%,
COC(=O)c1c(C(=O)OC)c2cc(C(=O)c3ccccc3)ccn2c1Cl,11%,32%,2%,-20%,-1%,
Cc1cc([N+](=O)[O-])ccc1NC(=O)/C=C/c1cccs1,1.4%,58%,2%,-2%,1%,
COc1ccccc1N1CCN(C(=O)Cn2c(=O)oc3cc(S(=O)(=O)N4CCCC4)ccc32)CC1,1.8%,nt,11%,1%,-10%,
CCCCCCCN(c1ccccc1)[C@@H]1C[C@H]2CCCC(=O)N3CC[C@@H](C1)[C@@H]23,i,nt,nt,14%,nt,

# From PubChem
